PGK inhibitor = qHTS Assay to Find Inhibitors of Phosphoglycerate Kinase. Phosphoglycerate kinase, glycosomal (Trypanosoma brucei brucei), P07378. PGK/GAPDH coupled, Kinase-Glo luminescence, 60 min. AID 602233, 2012. 380,000 compounds, 0.043% hits. Potency, µM (highest dose often 57.5 µM), for inactives: at the highest dose activity change, negative = inhibition, hits mostly inhibitors; also: potency is read from the fitted curve at half-maximal effect; % is scaled to controls: 0 for no effect and ±100 for the full control effect; nearly all actives have a fitted effect of over 60% in size
Target sequence (P07378 whole entry, looked up): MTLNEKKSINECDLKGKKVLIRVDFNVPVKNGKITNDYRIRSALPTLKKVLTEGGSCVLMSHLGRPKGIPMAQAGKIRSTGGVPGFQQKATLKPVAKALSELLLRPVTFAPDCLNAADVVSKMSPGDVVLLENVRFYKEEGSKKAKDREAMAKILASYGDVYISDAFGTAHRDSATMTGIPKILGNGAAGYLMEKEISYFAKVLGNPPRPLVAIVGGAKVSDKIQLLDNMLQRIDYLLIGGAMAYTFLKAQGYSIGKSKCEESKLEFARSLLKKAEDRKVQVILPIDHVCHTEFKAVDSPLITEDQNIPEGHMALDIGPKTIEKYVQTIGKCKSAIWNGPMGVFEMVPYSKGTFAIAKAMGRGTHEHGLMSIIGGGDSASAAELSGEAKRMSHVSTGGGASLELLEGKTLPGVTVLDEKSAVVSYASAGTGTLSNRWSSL
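Recombinant glycosomal PGK reaction used 1,3-bisphosphoglycerate generated in-well by GAPDH (100nM final) in 100mM TEA pH 7.6, 5mM MgCl2, 0.01% Tween-20. After 60 minutes at room temperature, ATP was read by Kinase-Glo Plus luminescence end-point.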
HP1b binding inh = HTS for Inhibitors of HP1-beta Chromodomain Interactions with Methylated Histone Tails | AlphaScreen HP1-beta / biotin-H3K9me3 peptide binding | Potency, µM (titrated, usually from 114 µM), for inactives: top-dose activity change, negative = inhibition, hits mostly inhibitors | 390,000 compounds, 0.56% hits; also: potency is read from the fitted curve at half-maximal effect; nearly all actives have a fitted effect of over 70% in size; inactives centre near 23
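Compound inhibition of the preformed complex between 50 nM HP1-beta and 50 nM biotinylated H3K9me3 peptide was read by AlphaScreen. Buffer was PBS pH 7.4 with 0.01% Tween-20. Incubations ran 30 min at room temperature, with 10 ug/mL donor/acceptor beads.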
Pin1 inhibitor = qHTS Assay to Find Inhibitors of Pin1 | Pin1 FP peptide displacement, HiFluor488, 10 min | Potency, µM (highest dose often 115 µM), for the others: top-dose activity, negative = inhibition, actives largely listed as inhibitors | 390,000 compounds, 0.009% hits | AID 504891, 2011; active = well fitted inhibition curve with a large enough effect in the polarisation, with a control signal flat, not every such curve was filed as active; inconclusive = small, poorly fitted or top-dose-only effect, or effect the other way, or a change in a side signal; inactive = no such curve, though single readings can be large or run the other way; the % refers to the polarisation; also: potency is read from the fitted curve at half-maximal effect; % is scaled to controls: 0 for no effect and ±100 for the full control effect
Target sequence (Q13526 whole entry, looked up): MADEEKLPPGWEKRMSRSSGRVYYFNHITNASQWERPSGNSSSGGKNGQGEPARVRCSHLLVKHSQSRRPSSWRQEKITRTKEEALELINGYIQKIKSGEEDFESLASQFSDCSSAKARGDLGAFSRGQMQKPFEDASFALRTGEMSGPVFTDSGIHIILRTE
TrxR1 inh = qHTS Assay for Inhibitors of Mammalian Selenoprotein Thioredoxin Reductase 1 (TrxR1): qHTS; recombinant rTrxR1, NADPH fluorescence consumption, selenite substrate; Potency, µM (highest dose often 114 µM), without a hit: at the highest dose activity change, negative = inhibition, usual class: inhibitors; 390,000 compounds, 1% hits; also: potency is read from the fitted curve at half-maximal effect; % is scaled to controls: 0 for no effect and ±100 for the full control effect; nearly all actives have a fitted effect of over 65% in size
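Rat TrxR1 (90 nM in the dispensed reagent) was pre-reduced with 400 uM NADPH for 5 min at room temperature, then incubated with compound for 15 min. After 400 uM selenite was added, NADPH fluorescence (Ex 340/Em 450 nm) was followed for 8 min.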
GLS inh = qHTS for Inhibitors of Glutaminase (GLS); GLS enzymatic activity, qHTS titration; Potency, µM (series often up to 45.5 µM), for inactives: at the top dose activity change, negative = inhibition, usual class: inhibitors; Glutaminase kidney isoform, mitochondrial (Homo sapiens), O94925; AID 624170, 2012; 410,000 compounds, 0.21% hits; also: potency is read from the fitted curve at half-maximal effect; % is scaled to controls: 0 for no effect and ±100 for the full control effect
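Compounds were pin-transferred onto hKGA, after which L-glutamine (1 mM solution) and a detection mix of glutamate oxidase, HRP and Amplex Red were added. Initial and 30 min RT fluorescence reads were collected.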
USP1-UAF1 inh = Inhibitors of USP1/UAF1: Primary Screen; Ubiquitin carboxyl-terminal hydrolase 1 (Homo sapiens), O94782; recombinant USP1/UAF1, Ub-Rhodamine cleavage fluorescence; Potency, µM (doses to about 57.1 µM), without a hit: at the highest dose activity change, negative = inhibition, actives largely listed as inhibitors; 390,000 compounds, 0.23% hits; also: potency is read from the fitted curve at half-maximal effect; % is scaled to controls: 0 for no effect and ±100 for the full control effect; nearly all actives have a fitted effect of over 60% in size; inactives centre near -12
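In this screen, compounds sit with the deubiquitinase complex (1nM) for 15 min at room temperature before Ub-Rho is added at 150nM final. Fluorescence rise is then followed for 6 reads every 60 seconds.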
TrxR1 substrate = qHTS Assay for Substrates of Mammalian Selenoprotein Thioredoxin Reductase 1 (TrxR1): qHTS; purified TrxR1 substrate turnover, NADPH consumption readout; Potency, µM (doses to about 114 µM), for the others: top-dose activity change, negative = substrate turnover; 390,000 compounds, 0.01% hits; AID 588456, 2011; also: potency is read from the fitted curve at half-maximal effect; % is scaled to controls: 0 for no effect and ±100 for the full control effect; nearly all actives have a fitted effect of over 50% in size
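Rat TrxR1, dispensed at 90 nM, was prereduced with 400 uM NADPH (final) for 5 min at ~22 deg C, then incubated with compound 15 min before 400 uM selenite. A first-read NADPH fluorescence drop versus no-compound background flagged substrates.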
PI4K2A inh = qHTS for small molecular inhibitors of PI4K2A. 420,000 compounds, 0.13% hits. AID 1346378, 2018. purified PI4K2A, ADP-Glo luminescence, 1 h; stronger effect = lower value. Phosphatidylinositol 4-kinase type 2-alpha (Homo sapiens), Q9BTU6. activity change, negative = inhibition, % at 76.9 µM; in the data active = activity change below about -50%; inconclusive = mostly about -30% to -49%;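 also: -100% = wells without enzyme as full effect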
Target sequence (Q9BTU6 whole entry, looked up): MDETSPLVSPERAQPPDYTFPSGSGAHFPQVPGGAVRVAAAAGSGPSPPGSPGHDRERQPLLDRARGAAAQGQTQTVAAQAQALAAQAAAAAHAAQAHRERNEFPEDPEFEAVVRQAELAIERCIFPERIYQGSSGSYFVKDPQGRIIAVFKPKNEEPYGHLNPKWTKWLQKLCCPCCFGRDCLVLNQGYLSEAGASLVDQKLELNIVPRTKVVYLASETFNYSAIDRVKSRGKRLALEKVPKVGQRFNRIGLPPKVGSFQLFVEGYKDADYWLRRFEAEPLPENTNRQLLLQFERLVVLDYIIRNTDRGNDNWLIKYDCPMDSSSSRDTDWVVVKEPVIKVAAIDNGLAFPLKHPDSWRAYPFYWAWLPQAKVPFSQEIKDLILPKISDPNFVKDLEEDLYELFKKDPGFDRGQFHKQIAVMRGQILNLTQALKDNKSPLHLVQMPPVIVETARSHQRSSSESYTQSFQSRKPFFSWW
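ADP-Glo luminescence measured ADP generated by PI4K2A enzyme (4 ug/mL before mixing) with 1.2 mM PI substrate (pre-mix) and 300 microM ATP (pre-mix). Tris pH7.5 buffer with MgCl2, Triton X-100; 1 h reaction at ambient temperature.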
mIDH1 inhibitor = qHTS for Inhibitors of mutant isocitrate dehydrogenase 1 (IDH1): qHTS; Isocitrate dehydrogenase [NADP] cytoplasmic (Homo sapiens), O75874; IDH1-R132H enzyme, NADPH consumption, diaphorase/resazurin fluorescence; Potency, µM (doses to about 76.6 µM), for the others: at the highest dose activity change, negative = inhibition, hits mostly inhibitors; 390,000 compounds, 0.093% hits; also: potency is read from the fitted curve at half-maximal effect; % is scaled to controls: 0 for no effect and ±100 for the full control effect; nearly all actives have a fitted effect of over 65% in size
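IDH1-R132H (0.5 ug/mL dispensed) in pH 7.5 Tris buffer was preincubated 30 min with compound, then given a substrate mix of 0.016 mM NADPH and 2 mM alpha-KG for 80 min at room temperature; remaining NADPH was read by diaphorase/resazurin fluorescence.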
Active calls of the source: *; i = inactive; ? = inconclusive; · = no result given; [ ] = another dose, or the depositor's remark. Unless noted, calls follow the shape of the dose curve; as a rule, active = well fitted curve in the direction sought with a large enough effect; inconclusive = small, poorly fitted or top-dose-only effect, or another doubt; inactive = no such curve, though single readings can be large; an effect the other way counts as inactive or inconclusive. Not all compounds are listed (hit frequency here may not be typical).

SMILES	PGK inhibitor	HP1b binding inh	Pin1 inhibitor	TrxR1 inh	GLS inh	USP1-UAF1 inh	TrxR1 substrate	PI4K2A inh	mIDH1 inhibitor
COc1ccc(NC(=O)C/C(C)=N/NC(=O)c2ccncc2)c([N+](=O)[O-])c1	-2%	31%	-3%	6%[57.1 µM]	16%	-25%	4%[57.1 µM]	2	7%
CCc1ccc(CNC(=O)c2sc3ncccc3c2-n2c(C)ccc2C)cc1	-7%	14%[57 µM]	-1%	20%[57.1 µM]	-19%	?	-2%[57.1 µM]	-6	8%
C[C@@H]1CN([C@H](C)CO)C(=O)CCCn2cc(nn2)CO[C@H]1CN(C)C(=O)Nc1ccc(C(F)(F)F)cc1	-5%	·	·	·	0%	-20%	·	1	12%
O=S1(=O)Nc2c(cc(Cl)c3ccc(Cl)nc23)-c2ccccc21	·	?	34%[activator]	-8%	·	·	14%	·	·
COc1cc(NC(=O)CN2c3ccccc3CC2C)cc(OC)c1OC (centres undefined)	0%	-4%	-1%	9%	56%[activator]	-15%	4%	6	2%
CC1CCCCN1Cc1c(O)ccc2c(=O)c(-c3cccc(Cl)c3)c(C(F)(F)F)oc12 (centres undefined)	i	30%	?	-5%	6%	-21%	-3%	-1	0%
CC(C)(C)NC(=O)C(c1ccc(Cl)cc1)N(Cc1ccco1)C(=O)CCl (centres undefined)	i	13%	2%	13µM*	-3%	-3%	4%	1	2%
Cc1cc(S(=O)(=O)NCc2ccncc2)c(C)cc1Br	3%	16%	1%	-9%	18%	-6%	-13%	6	5%
Cc1c(C)c2ccc(OC(C)C(=O)NCCc3c[nH]c4ccccc34)cc2oc1=O (centres undefined)	i	-5%	-2%	15%	8%	-19%	2%	-3	-5%
CC1(C)Cc2c(sc3nnn(CC(=O)Nc4ccccc4)c(=O)c23)CO1	-2%	35%	4%	-4%[57.1 µM]	6%	-7%	0%[57.1 µM]	0	4%
Cc1sc2nc(SCC(=O)c3cccs3)n(Cc3ccco3)c(=O)c2c1C	-9%	76%[activator]	20%	?	1%	-10%	-9%	2	4%
Cc1cc(S(=O)(=O)N2CCOCC2)ccc1OCC(=O)NCCN1CCOCC1	-1%	43%[activator]	1%	6%[57.1 µM]	0%	-15%	-1%[57.1 µM]	-1	-3%
CC(=O)N1CCN(c2nc(C)nc3sc4c(c23)CCC(C)C4)CC1 (centres undefined)	-2%	39%	-5%	-7%	-3%	-5%	-11%	-3	-1%
COc1cc(NC(=O)CN2C(=O)C(=O)N(CC(C)C)C2=O)cc(OC)c1	5%	5%	4%	-4%	10%	-7%	-5%	6	1%
CC1CCC2(CC1)NC(=S)N(C(C)(C)C)N2 (centres undefined)	-6%	55%[activator]	0%	-8%[57.1 µM]	11%	?	-5%[57.1 µM]	3	2%
C=COCCNC(=O)Nc1ccc(Cl)cc1Cl	-1%	35%	-3%	12%	-4%	-6%	1%	1	0%
CCCc1c(C)nc(N2CCN(c3cccc(OC)c3)CC2)[nH]c1=O	i	15%	-4%	29%	6%	-22%	7%	-21	7%
CCOC(=O)NN1C(=O)c2ccccc2NC1c1cccnc1 (centres undefined)	-4%	28%	3%	9%	12%	-19%	62%[activator]	-22	6%
COc1ccc(CCNC(=O)CCCn2nc(C)c3sc4ccccc4c3c2=O)c(OC)c1	6%	31%	26%	43%	6%	?	13%	0	-12%
Cc1cc(Nc2ccccc2)nc(NCc2ccccc2)n1	i	3%	-8%	-17%	1%	-8%	-19%	3	-5%
CCCN1C(=O)SC(CC(=O)Nc2ccccc2C)C1=O (centres undefined)	-6%	30%	1%	-10%	8%	4%	-7%	5	1%
COc1ccc(OC)c(S(=O)(=O)NCc2cccn2Cc2cccc(C)c2)c1	-1%	-13%	-1%	10%[57.1 µM]	7%	-9%	5%[57.1 µM]	-4	-4%
CCN(C(=O)C1CCCN(c2nc(-c3ccc(OC)cc3)no2)C1)c1ccc(OC)cc1 (centres undefined)	4%	38%	13%	24%	-2%	?	-2%	2	1%
COc1ccc(Oc2nccc(-c3ccccc3)c2C#N)cc1	-4%	108%[activator]	4%	-4%	1%	-5%	1%	1	8%
O=C1CCN(S(=O)(=O)c2ccccc2)CCN1CCOCc1ccc(C(F)(F)F)cc1	-1%	20%	-14%	16%[57.1 µM]	2%	-2%	9%[57.1 µM]	3	-3%
CC(C)(C)OC(=O)Nc1ncnc2c1ncn2C1OC(CO)C2OC(C)(C)OC21 (centres undefined)	-4%	46%[activator]	-10%	5%	1%	0%	-7%	-7	-1%
COc1ccc(C(=O)N=C2SC3CS(=O)(=O)CC3N2Cc2ccccc2)cc1OC (centres undefined)	-1%	19%	1%	21%	3%	-22%	3%	6	-6%
CCOC(CNC(=O)CCc1c(C)nc2nc(C)nn2c1C)OCC	-5%	-10%	-4%	10%	4%	-7%	1%	-4	17%
Cc1ccc(N2CC3=C(C2=O)C(c2ccc(Br)cc2)NC(=O)N3C)cc1 (centres undefined)	11%	37%	-8%	0%	-1%	-26%	9%	-5	-9%
COc1cccc(Nc2nc(N)nc(C(F)(F)F)n2)c1	-8%	21%	3%	1%	3%	2%	-8%	3	-1%
COc1ccc(-c2nc(C(=O)Nc3ccc(C(C)=O)cc3)nn2-c2cccc(Cl)c2)cc1	7%	30%	-3%	2%	-13%	-1%	-10%	-1	-4%
O=C1NC(=O)C2(CCCCCCC2)N1	-5%	24%	-1%	-2%	-19%	?	-5%	2	-4%
Cc1cccc(CNC(=O)CC2C(=O)NCCN2C2CCCC2)c1 (centres undefined)	4%	27%[57 µM]	1%	-10%	12%	-13%	0%	1	3%
O=C1CCC(NC(=O)c2ccccc2)C(=O)N1 (centres undefined)	6%	-3%	-1%	-20%	7%	-15%	-15%	7	-1%
COc1ccc(NC(=O)c2sc3nc(C)c(C(=O)Nc4ccc(C)cc4C)c(-c4sccc4C)c3c2N)cc1	-6%	23%	?	15%	-4%	-20%	1%	3	-2%
NC(=S)N/N=C/c1ccc(C(F)(F)F)cc1	-5%	23%	-2%	-9%	14%	-10%	-2%	-4	-1%
Cc1ccc(CNC(=O)Cn2nc(N3CCN(c4ccccc4)CC3)ccc2=O)cc1	-4%	-5%	1%	-4%[57.1 µM]	19%	-2%	-5%[57.1 µM]	-1	0%
O=C(Nc1nc(-c2ccc(F)c(F)c2)cs1)c1cnccn1	5%	11%	4%	11%	1%	-2%	0%	0	-1%
COc1ccc(N(C(=O)c2ccco2)S(=O)(=O)c2cc(OC)ccc2OC)cc1	-2%	13%	-2%	-3%	-1%	-14%	-8%	2	0%
Cc1cc(C)n(-c2nc(SCC(=O)O)c3c4c(sc3n2)COC(C)(C)C4)n1	-1%	28%	?	6%	2%	-13%	8%	-4	3%
CCC1(CC)Cc2ccccc2-c2nc(CN(C)C)[nH]c(=O)c21	-3%	9%	-11%	14%	10%	-7%	0%	5	-12%
Cc1ccc(-c2nc3c(c(SCC(=O)N4CCCCC4)n2)Cc2cc(C)ccc2O3)cc1	-13%	11%	-3%	14%	-12%	13%	-2%	1	-28%
CCn1c(=N)n(CC(=O)c2ccc(Cl)c(Cl)c2)c2ccccc21	8%	56%[activator]	3%	7%	-1%	-24%	0%	4	-5%
Cc1cccc(N2CCN(S(=O)(=O)c3ccc4c(c3)C(C)(C)C(=O)N4C)CC2)c1C	-20%	-18%	?	38%[57.1 µM]	1%	-2%	24%[57.1 µM]	-18	9%
O=C(Nc1ccc(NC(=O)c2sc3ccccc3c2Cl)cc1)c1ccco1	i	18%	-1%	-19%	0%	-6%	-5%	1	-6%
Cc1cn2c(=O)cc(COc3cccc(NC(=O)c4cccc(F)c4)c3)nc2s1	-3%	30%	1%	15%	-4%	-11%	10%	1	1%
CCc1ccccc1NC1=NCC(=O)N1C1CCCC1	-8%	-4%	0%	6%	46%[activator]	-9%	-4%	-2	-3%
Cc1[nH]nc2c1C(CCc1ccccc1)C(C#N)=C(N)O2 (centres undefined)	5%	28%	7%	?	20%	-23%	-3%	-2	0%

Some of the entries so far, with each value named:
CC1(C)Cc2c(sc3nnn(CC(=O)Nc4ccccc4)c(=O)c23)CO1
- PGK inhibitor: -2%
- HP1b binding inh: 35%
- Pin1 inhibitor: 4%
- TrxR1 inh: -4%[57.1 µM]
- GLS inh: 6%
- USP1-UAF1 inh: -7%
- TrxR1 substrate: 0%[57.1 µM]
- PI4K2A inh: 0
- mIDH1 inhibitor: 4%
COc1ccc(N(C(=O)c2ccco2)S(=O)(=O)c2cc(OC)ccc2OC)cc1
- PGK inhibitor: -2%
- HP1b binding inh: 13%
- Pin1 inhibitor: -2%
- TrxR1 inh: -3%
- GLS inh: -1%
- USP1-UAF1 inh: -14%
- TrxR1 substrate: -8%
- PI4K2A inh: 2
- mIDH1 inhibitor: 0%
